Screening results deposited in PubChem BioAssay by National Center for Advancing Translational Sciences (NCATS).
TGFb SMAD3 inh = qHTS for Inhibitors of TGF-b. HepG2 CAGA-GFP TGF-b/SMAD3 reporter, GFP fluorescence, 18 h; TGF-beta stimulated, 500 pg/mL final. Potency, µM (top dose mostly 46.1 µM), without a hit: top-dose activity, negative = inhibition, actives largely listed as inhibitors. hit rate 1.2% among 410,000. AID 588855, 2011; note: potency is the fitted concentration of half-maximal effect; % is set by controls: 0 for no effect and ±100 for the full control effect; nearly all actives have a fitted effect of over 65% in size
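GFP signal (ex488/em500-530) from TGF-beta-stimulated HEPG2 CAGA-GFP cells, 500 pg/mL final, 18 h at 37 degrees C in DMEM plus 1% FBS, normalized to unstimulated and DMSO-stimulated controls.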
HepG2 viability = qHTS for Inhibitors of TGF-b: Cytotox Counterscreen; HepG2 CAGA-GFP viability, ATP luminescence, 18 h; Potency, µM (doses to about 46.1 µM), for the others: at the highest dose activity change, negative = cytotoxicity, usual class: cytotoxic; hit rate 0.76% among 410,000; note: potency is the fitted concentration of half-maximal effect; some results filed as inactive show a strong effect at the top dose
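CellTiter-Glo luminescence gave cytotoxicity after 18 hours at 37 degrees C. The cells were HepG2 CAGA-GFP in 1% FBS DMEM, stimulated with 500 pg/mL TGF-beta after compound addition. %Activity was normalised to no-cell wells (complete cell-killing) and DMSO (no toxicity), and curves were fitted and classified.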
ATXN viability = Viability Counterscreen for Primary qHTS for Inhibitors of ATXN expression. S2 cells (HEK-293 line with an ATXN2-luciferase reporter) viability, CellTiter-Fluor protease fluorescence, 24 h. Potency, µM (highest dose often 56.7 µM), hits mostly cytotoxic. hit rate 0.49% among 400,000; note: potency is the fitted concentration of half-maximal effect; nearly all actives have a fitted effect of over 40% in size
Nrf2 block = Nrf2 qHTS screen for inhibitors; A549 ARE-Fluc reporter, luciferase luminescence, 18-24 h; hit rate 2.1% among 360,000; AID 504444, 2011; Potency, µM (titrated, usually from 46 µM), inactives show at the top dose activity change, negative = inhibition, actives largely listed as inhibitors; note: potency is the fitted concentration of half-maximal effect; % is set by controls: 0 for no effect and ±100 for the full control effect; nearly all actives have a fitted effect of over 60% in size
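A549 ARE_Fluc cells, 5000/well, 5% FBS OPTI-MEM; compounds in dose-response, 18-24 h at 37 °C/5% CO2; CellTiter-Fluor viability read (Ex 405/Em 525), then BugLite luciferase luminescence = Nrf2 activity.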
Mm-Cpn inhibitor = Inhibitors of TCP-1 ring complex (TRiC) of Methanococcus maripaludis (MmCpn): qHTS | Potency, µM (highest dose often 76.9 µM), for inactives: top-dose activity, negative = inhibition, hits mostly inhibitors | Chaperonin Mm-Cpn (Methanococcus maripaludis) | hit rate 0.031% among 330,000 | purified Mm-Cpn ATPase, ADP Transcreener TR-FRET; note: potency is the fitted concentration of half-maximal effect; % is set by controls: 0 for no effect and ±100 for the full control effect; nearly all actives have a fitted effect of over 80% in size
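TR-FRET (320 nm excitation; 590 and 665 nm emission) reports ADP made from 10 uM ATP by 25 nM enzyme; compounds were preincubated 10 min, reaction run 30 min, both at 37°C.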
CCT chaperon mod = High-Throughput Screening for Modulators of Cytosolic Chaperonin Activity; activity change, % (no concentration beside the values), hits read low; purified chaperonin ATPase assay, HTRF ADP detection, 30 min; hit rate 0.3% among 360,000; in the data active = activity change below about -30%; note: % is set by controls: 0 for no effect and ±100 for the full control effect
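First, chaperonin was dispensed at 40 nM or 20 nM final depending on batch activity. Next, compounds were pinned at 76 uM and ATP added at 10 uM. After 30 min at 37 °C, ADP detection reagents ran 30 min at ambient temperature.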
A549 viability = Nrf2 qHTS screen for inhibitors: counterscreen for cytotoxicity; A549 ARE-Fluc cells, CellTiter-Fluor viability, 18-24 h; Potency, µM (series often up to 46 µM), for inactives: top-dose activity change, negative = cytotoxicity, most hits filed as inhibitors; hit rate 0.16% among 390,000; note: potency is the fitted concentration of half-maximal effect; % is set by controls: 0 for no effect and ±100 for the full control effect
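Cytotoxicity counterscreen: CellTiter-Fluor fluorescence was measured in A549 ARE_Fluc cells after 18-24 h of compound exposure in a concentration series. The subsequent BugLite luminescent read reports ARE-luciferase activity.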
pAkt inh = HTS Assay for Inhibitors of Akt Phophorylation: Primary Screen | hit rate 0.32% among 360,000 | activity change, % for hits at 50 µM | Neuro2A IGF-stimulated pAkt S473 HTRF, 20 min; stronger effect = lower value; in the data active = activity change below about -80%; inconclusive = mostly about -51% to -80%; note: % is set by controls: 0 for no effect and ±100 for the full control effect
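Neuro2A cells (4,500/well, DMEM with 0.5% FBS) were treated with compound at a single 50 µM final concentration, stimulated with 6 nM IGF for 20 min at 37 °C, and lysed. Phospho-Akt Ser473 was read by HTRF as 665/615 ratio ×10^4.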
Nrf2 ARE act = qHTS of Nrf2 Activators; hit rate 0.31% among 410,000; AREc32 ARE-luciferase reporter (MCF7-derived line), luminescence, 24 h; Potency, µM (titrated, usually from 46.1 µM), for inactives: at the highest dose activation, usual class: activators; note: potency is the fitted concentration of half-maximal effect; % of control where 0% means no effect; nearly all actives have a fitted effect of over 65% in size
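For detection, Steady-Glo was added and plates sat 30 min at RT; before that, AREc32_Fluc cells grown overnight in OPTI-MEM/5% FBS had been treated with 23 nL compound for 24 hr at 37 deg C.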
* marks the source's active call; other numbers are inactive results; i = inactive; ? = inconclusive; . = not tested or not shown; & = joins results of further samples. Unless noted, calls come from the whole dose curve; as a rule, active = well fitted curve in the direction sought with a large enough effect; inconclusive = small, poorly fitted or top-dose-only effect, or another doubt; inactive = no such curve, though single readings can be large; an effect the other way counts as inactive or inconclusive.

SMILES	TGFb SMAD3 inh	HepG2 viability	ATXN viability	Nrf2 block	Mm-Cpn inhibitor	CCT chaperon mod	A549 viability	pAkt inh	Nrf2 ARE act
O=c1c2ccccc2c(C=Nc2cccc(S(=O)(=O)NC3=NCCCCC3)c2)c(O)n1Cc1ccccc1	-1%	-7%	i	-17%	0%	-2.3	?	i	-0.4%
COc1ccccc1Nc1nc2ccc(Cl)cc2nc1-n1nc(C)cc1C	23%	-3%	i	?	.	.	7%	.	4.4%
CC(CC(=O)Nc1cccc(S(=O)(=O)N2CCCCC2)c1)c1ccccc1 (configuration not stated)	-24%	-7%	i	13µM*	-2%	0.2	?	i	-0.6%
Cc1cccc(NC(=O)C2Cc3ccccc3O/C2=N\O)c1 (configuration not stated)	-15%	-1%	i	4%	2%	0.8	0%	i	6.3%
COc1c(Br)cc([N+](=O)[O-])c(OC)c1C(=O)NC(=O)Nc1c(Cl)cccc1Cl	-9%	-33%	i	-3%	1%	0.2	-7%	i	0.2%
CC(=O)Nc1ccc(N(C(=O)CNC(=O)c2ccco2)C(C(=O)NCc2ccco2)c2ccccc2F)cc1 (configuration not stated)	-7%	9%	i	12%	1%	-0.1	3%	i	-1.3%
O=S1(=O)CC(N2CCC(Cc3ccccc3)CC2)CN1Cc1ccccc1 (configuration not stated)	-44%	-35%	?	.	.	0.6	.	i	0.9%
N=C(N)c1ccc(/C=C/c2ccc(C(=N)N)cc2O)cc1	-1%&-10%	-1%&-12%	i	-11%	-5%	-2.4	-11%	i	-1.9%
Cc1cc(C)c2sc(NC(=O)CN3C(=O)CCC3=O)nc2c1	3%	-3%	i	8%	0%	-1.0	13%	i	0.1%
O=c1ccn([C@@H]2O[C@H](CNCc3cccc4c3sc3ccccc34)[C@@H](O)[C@H]2O)c(=O)[nH]1	-4%	-20%	i	.	.	-1.0	.	i	3.3%
CN1c2ccccc2C(O)=C(C(=S)Nc2ccccc2)S1(=O)=O	-7%	-7%	i	?	1%	-4.6	?	i	0.0%
COc1ccc(C(=O)N/N=C/c2ccc(OC)c(COc3ccc(F)cc3)c2)cc1	-2%	-39%	i	-9%	-3%	-2.9	3%	i	3.9%
CN(c1ccccc1C(=O)NCC1CCCO1)S(C)(=O)=O (configuration not stated)	-1%	-15%	i	3%	-21%	-0.9	-5%	i	-0.3%
COc1ccc(NC(=O)C2(S(=O)(=O)c3ccc(C)cc3)CC2)cc1	-1%	-5%	i	?	-2%	-1.7	-1%	i	0.0%
O=C(NC1CCCN(Cc2ccccc2F)C1)c1cccs1 (configuration not stated)	0%	-9%	i	29%	5%	-0.2	-2%	.	0.5%
COCCCNC(=O)c1ccc(Cn2c(=O)c3cccn3c3cccnc32)cc1	-24%	0%	.	-26%	.	.	-2%	.	2.0%
COc1cccc(CNc2cc(C)ccn2)c1O	7%	-1%	i	5%	-2%	-2.2	0%	i	0.2%
COc1ccc(NC(=O)Cn2nnc(-c3ccccc3NC(=O)c3ccco3)n2)cc1	10%	-34%	?	?	0%	-0.4	?	i	0.3%
CCCOc1ccc(C(=O)CCN2CCN(C(=O)OCC)CC2)cc1	16µM*	-45%	?	-7%	-1%	-1.7	4%	i	?
Cc1cccc(NC(=S)Nc2ccc(N3CCOCC3)cc2)c1C	-23%	-4%	i	17%	1%	-1.0	7%	i	-0.9%
Cc1cc(=O)oc2cc(NC(=O)c3c(Cl)cnn3C)ccc12	0%	1%	i	-3%	-2%	1.5	-5%	i	2.5%
CCOC(=O)c1c(NC(=O)C2CCN(S(=O)(=O)c3cccs3)CC2)sc(C)c1C	9%	-5%	i	-20%	-3%	-9.2	-4%	i	-0.7%
O=C(CSc1ncc2c(n1)-c1ccc(Cl)cc1N(Cc1ccccc1)S2(=O)=O)Nc1ccccc1C(F)(F)F	12%	-13%	i	?	.	.	14%	.	0.2%
Cc1cc(/C=N/NC(=O)C(O)(c2ccccc2)c2ccccc2)c(C)n1-c1cccc(C(=O)O)c1	7%	3%	i	?	-1%	-0.3	12%	i	0.5%

An excerpt from above, limited to Nrf2 ARE act and ATXN viability:
SMILES	Nrf2 ARE act	ATXN viability
COCCCNC(=O)c1ccc(Cn2c(=O)c3cccn3c3cccnc32)cc1	2.0%	.
COc1cccc(CNc2cc(C)ccn2)c1O	0.2%	i

The list continues.
SMILES	TGFb SMAD3 inh	HepG2 viability	ATXN viability	Nrf2 block	Mm-Cpn inhibitor	CCT chaperon mod	A549 viability	pAkt inh	Nrf2 ARE act
O=C(c1ccc(NC2=NC3CS(=O)(=O)CC3S2)cc1)N1CCN(c2ccccc2F)CC1 (configuration not stated)	5%	1%	i	1%	0%	0.6	2%	i	0.1%
O=C(CSc1cn(CC(=O)N2CCCCCC2)c2ccccc12)Nc1ccccc1F	-15%	-17%	.	21µM*	.	.	-11%	.	0.9%
O=C(NCN1C(=O)C2C3C=CC(C3)C2C1=O)Nc1ccccn1 (configuration not stated)	14%	-16%	i	1%	2%	-0.1	8%	i	0.1%
Cc1cc(F)ccc1S(=O)(=O)Nc1ncnc2scc(-c3ccc(F)cc3)c12	-4%	3%	i	?	?	-0.4	-5%	i	0.1%
COc1ccc(COC(=O)Nc2cc3c(C(F)(F)F)nn(C)c3s2)cc1	-4%	-39%	i	-11%	-3%	-1.0	-3%	i	2.3%
O=C(CN1C(=O)NC(c2ccccc2)(c2ccccc2)C1=O)NCc1cccs1	-17%	-11%	i	-7%	2%	1.6	-1%	i	0.2%
COc1ccccc1[C@@H]1C(c2cccc(Cl)c2)=NN(c2ccc(Br)cc2)[C@H]1C(=O)N1CCOC1=O	-4%	-22%	.	-18%	-12%	-1.0	5%	i	-0.9%
CCCCSc1nc2c(c(=O)n1CC)SC(C)C2 (configuration not stated)	0%	-28%	i	15%	7%	0.8	6%	i	3.5%
Cc1cc(/C=N/N2CCN(C)CC2)c(C)n1-c1ccc(Cl)cc1	0%	-3%	i	2%	2%	0.8	2%	i	0.5%
Clc1ccc2c(c1)C(C1=NCCN1)c1ccccc1CS2 (configuration not stated)	-15%	-5%	?	6%	0%	-0.8	?	i	0.4%
O=C(Nc1cc([N+](=O)[O-])ccc1O)c1cccc(C(=O)Nc2cc([N+](=O)[O-])ccc2O)c1	-13%	-18%	?	13%	-2%	-0.3	-17%	i	0.4%
CCc1c(C)nc(N2CCN(c3cccc(OC)c3)CC2)[nH]c1=O	-4%	1%	i	?	0%	-3.4	-8%	i	-0.7%
CCCCn1c(N)c(N(CC(C)C)C(=O)c2ccc3c(c2)NC(=O)C(C)S3)c(=O)[nH]c1=O (configuration not stated)	-8%	4%	i	1%	-1%	-0.5	-6%	i	0.2%
CNC(=O)N1c2ccccc2CCc2ccccc21	1%	-7%	?	-13%	0%	-0.4	2%	i	0.3%
COc1ccccc1C(=O)NC(CCSC)C(=O)NCC(c1cccs1)N(C)C (configuration not stated)	-14%	16%	i	10%	2%	-1.8	-4%	i	2.4%
O=C(NC1CC1)C1CCN(Cc2cnn(-c3ccccc3)c2-n2cccc2)CC1	-22%	22µM*	.	3%	-1%	0.1	-13%	.	0.3%
Cc1cc(C)cc(OCc2nc(-c3cccnc3)no2)c1	-22%	-10%	i	13%	0%	0.7	5%	i	2.8%
Cc1cc(S(=O)(=O)N2CCOCC2)ccc1OCC(=O)N1CCCC1	14%	1%	i	-20%	1%	-1.2	-4%	i	0.2%
COc1ccc(S(=O)(=O)N2CCc3ccccc32)cc1C(=O)NCC(c1ccco1)N1CCCC1 (configuration not stated)	-7%	-17%	i	6%	0%	1.1	19%	i	0.3%
Cc1ccc(NC(=O)CSc2ncc3ccccn23)cc1C	-1%	2%	i	-2%	-14%	-0.9	0%	i	6.8%
Cn1cc(Br)c(-c2cccc(N3C(=O)CCCC3=O)c2)n1	10%	7%	?	1%	-1%	-0.6	-2%	i	-1.4%
NC(=O)c1ccc(-n2nnnc2SCC(=O)NC2CCCCC2)cc1	-1%	2%	i	-24%	0%	-1.6	5%	i	0.0%
Cc1csc(NC(=O)Cc2ccccc2[N+](=O)[O-])n1	-4%	4%	i	1%	-3%	-2.5	17%	i	0.5%
O=C(Nc1ccc(N2CCOCC2)cc1)c1csc([C@@H]2C[C@H](O)[C@@H](CO)O2)n1	-16%	-43%	i	.	.	-0.2	.	i	0.5%
FC(F)(F)c1nc(N2CCN(c3ccccc3)CC2)nc2c1CCCCC2	-5%	4%	i	2%	0%	0.2	-2%	i	0.4%
O=[N+]([O-])c1ccc2nc(SCc3cn4cc(Cl)ccc4n3)[nH]c2c1	?	-49%	i	?	-1%	-2.2	0%	i	2.5%
Cc1ccc(CN2CCC(C(=O)Nc3ccc(Oc4cccnc4)cc3)CC2)cc1	-5%	-44%	i	?	0%	0.6	-2%	i	-0.6%
O=C1N(Cc2ccccc2)CC2(Br)COCOC12O (configuration not stated)	-2%	9%	i	-8%	.	0.3	1%	i	3.4%
COc1cc(C(=O)Oc2ccccc2N)cc(OC)c1OC	5%	13%	?	2%	1%	-5.3	-2%	i	7.0%

Single entries from above.
`O=C1N(Cc2ccccc2)CC2(Br)COCOC12O` (configuration not stated) in Nrf2 block reads -8%
`COc1cc(C(=O)Oc2ccccc2N)cc(OC)c1OC` in TGFb SMAD3 inh reads 5%
`Cc1ccc(CN2CCC(C(=O)Nc3ccc(Oc4cccnc4)cc3)CC2)cc1` in Mm-Cpn inhibitor reads 0%
`O=[N+]([O-])c1ccc2nc(SCc3cn4cc(Cl)ccc4n3)[nH]c2c1` in Mm-Cpn inhibitor reads -1%
